Source: PubChem (NCI)
All columns: NCI-60 one-dose screen, growth in % after 48 h at 10 µM unless noted; 100 = growth as untreated, 0 = no growth, -100 = all killed.
KM12 = KM12 colon cancer cells; AID 1794800; actives 5% (n = 82,000)
NCI-H322M = NCI-H322M lung cancer; actives 2.7% (n = 80,000)
SW-620 = SW-620 colon cancer; actives 5.2% (n = 82,000)
HT29 = HT29 colon cancer; actives 7.4% (n = 81,000); AID 1794748
COLO 205 = COLO 205 colon cancer | AID 1794742 | actives 7.3% (n = 79,000)
NCI-H226 = NCI-H226 lung cancer; actives 3.5% (n = 79,000)
NCI-H460 = NCI-H460 lung cancer; actives 6.8% (n = 82,000)
HCT-15 = HCT-15 colon cancer | actives 5.2% (n = 82,000) | AID 1794746
HCT-116 = HCT-116 colon cancer; actives 7.3% (n = 82,000)
Active calls of the source: *; . = not tested or not shown. How the source made its calls: active means growth percent below 10; inactive means the rest.

Below each SMILES: KM12	NCI-H322M	SW-620	HT29	COLO 205	NCI-H226	NCI-H460	HCT-15	HCT-116
> C/C(=N\Nc1nnc(/C=C\c2ccco2)c(=O)[nH]1)C(=O)O
→ 114	89	110	102	.	99	117	104	105
> O=C(NCCCCO)c1cncnc1Nc1ccc2c(ccn2Cc2cccc(F)c2)c1
→ 97	73	105	100	98	100	101	85	91
> O=CC(=O)c1ccccc1
→ 101	133	98	105	132	99	106	107	100
> NCCN1CCN(c2nc(-c3ccccc3)nc3nc(-c4ccccc4)oc23)CC1
→ -55*	-41*	-55*	-53*	-45*	-58*	-68*	-67*	-82*
> C=C(CN1CCc2c([nH]c3ccccc23)C1)c1ccc(C(=O)Nc2ccon2)cc1
→ 141	125	102	99	84	93	101	104	92
> COc1cccc(COc2ccc(/C=C3/C(=O)Nc4cc(Cl)ccc43)cc2)c1
→ 97	84	98	94	102	85	103	100	94
> NC(=O)C1=C(N=C2CCCCC2)CCCC1
→ 116	110	111	116	107	106	107	108	107
> COc1nnc2c3ccccc3n(Cc3ccccc3)c2n1
→ 100	97	101	105	119	98	102	94	94
> COc1ccc(-c2nc(/C=C3\C(=O)Nc4ccccc43)c3ccccn23)cc1
→ 70	.	83	81	117	72	51	96	30
> Cc1cc(Cl)nc(N(CCNc2ccnc3cc(Cl)ccc23)Cc2ccccn2)n1
→ 64	64	57	25	57	80	51	49	17

Gathered by group, those above containing a carbonyl joined to an NH by a bond outside any ring (3)
Below each SMILES: KM12	NCI-H322M	SW-620	HT29	COLO 205	NCI-H226	NCI-H460	HCT-15	HCT-116
> O=C(NCCCCO)c1cncnc1Nc1ccc2c(ccn2Cc2cccc(F)c2)c1
→ 97	73	105	100	98	100	101	85	91
> C=C(CN1CCc2c([nH]c3ccccc23)C1)c1ccc(C(=O)Nc2ccon2)cc1
→ 141	125	102	99	84	93	101	104	92
> NC(=O)C1=C(N=C2CCCCC2)CCCC1
→ 116	110	111	116	107	106	107	108	107

The main list resumes, starting 2 compounds before the break.
Below each SMILES: KM12	NCI-H322M	SW-620	HT29	COLO 205	NCI-H226	NCI-H460	HCT-15	HCT-116
> COc1ccc(-c2nc(/C=C3\C(=O)Nc4ccccc43)c3ccccn23)cc1
→ 70	.	83	81	117	72	51	96	30
> Cc1cc(Cl)nc(N(CCNc2ccnc3cc(Cl)ccc23)Cc2ccccn2)n1
→ 64	64	57	25	57	80	51	49	17
> COc1cccc(/C=N/NC(N)=O)c1OC
→ 109	113	110	95	111	98	113	102	104
> CCCCC(=CC(C)(C)C)CCCC
→ 106	103	104	105	106	100	105	101	95
> CCCCCCCCCCCCCCCCCCCCCCO
→ 110	113	100	113	.	98	109	101	103
> CCOC(=O)c1ccc2c(c1)nc(NC(=O)c1ccncc1)n2CCCOC(C)C
→ 53	61	39	67	56	106	22	30	34
> CCOC(/C=C/c1ccccc1)OCC
→ 105	107	99	110	104	102	105	101	101
> COc1cc(C(=O)/C=C/c2c(-c3ccc(Cl)cc3)nc3sc(C)nn23)cc(OC)c1OC
→ 81	64	94	97	89	55	89	86	53
> O=C(O)/C=C/c1ccc([N+](=O)[O-])cc1Cl
→ 114	106	130	109	131	113	111	107	111
> O=C(NCCCl)Nc1ncccc1OCc1ccc(Cl)cc1
→ 98	96	99	97	110	98	102	97	95
> Cc1ccc(C(CC(=O)O)CC(=O)O)c(O)c1
→ 110	107	100	109	111	98	105	100	115
> COc1ccc(C(=O)/C=C/c2ccccc2Cl)cc1
→ 83	93	89	65	106	96	99	73	35

Just HT29 and KM12, for 5 of the compounds above:
molecule | HT29 | KM12
COc1cccc(/C=N/NC(N)=O)c1OC | 95 | 109
CCCCC(=CC(C)(C)C)CCCC | 105 | 106
CCCCCCCCCCCCCCCCCCCCCCO | 113 | 110
CCOC(=O)c1ccc2c(c1)nc(NC(=O)c1ccncc1)n2CCCOC(C)C | 67 | 53
CCOC(/C=C/c1ccccc1)OCC | 110 | 105

The list continues.
Below each SMILES: KM12	NCI-H322M	SW-620	HT29	COLO 205	NCI-H226	NCI-H460	HCT-15	HCT-116
> Cc1nc2ccccc2nc1NNC(=O)Nc1cccc(Cl)c1
→ 90	92	92	90	91	74	85	91	94
> CC(COc1ccccc1)OC(=O)Nc1ccccc1 (stereo not drawn)
→ 95	93	105	104	117	97	105	90	89
> NC(=O)c1ccccc1NC(=O)c1ccccc1Cl
→ 105	109	108	118	121	105	114	96	103
> CC12C=CC(C)(C3C(=O)NC(=O)C31)C1C3C(=O)NC(=O)C3C12 (stereo not drawn)
→ 102	121	105	115	112	102	107	117	97
> C=C(C)C1CC[C@]2(C(=O)NCCCCN)CC[C@]3(C)C(=CC[C@@H]4[C@@]5(C)C[C@@H](CC#CC#CC[C@@H]6C[C@]7(C)[C@H]8CC=C9[C@H]%10C(C(=C)C)CC[C@]%10(C(=O)NCCCCN)CC[C@@]9(C)[C@]8(C)CC[C@H]7C(C)(C)[C@H]6OC(C)=O)[C@H](OC(C)=O)C(C)(C)[C@@H]5CC[C@]43C)[C@@H]12 (stereo partly drawn)
→ 99	99	83	93	98	92	102	103	92
> O=C(NO)c1ccc(NC(=O)c2nc(-c3ccccc3)n(-c3ccccc3)n2)cc1
→ 95	.	98	87	102	84	89	94	83
> CCOC(=O)C(=O)C(=O)CC(=O)CC(C)C
→ 106	108	102	113	119	111	104	111	108
> CCc1sc(N)nc1-c1ccccc1
→ 127	112	98	122	92	146	93	118	103
> CC(=O)CN1C(=O)c2ccccc2C1=O
→ 98	104	80	94	104	108	108	99	99
> Cc1nn(-c2ccc(-c3ccccc3)cc2)c2ncnc(N)c12
→ 93	89	105	90	99	70	92	97	97
> COc1ccc(-c2c(NC(C)=O)noc2-c2cc(OC)c3c(c2)OCO3)cc1
→ 102	110	106	102	103	87	108	98	101
> COc1cccc(C(=O)Cn2cc(/C=C(\C#N)S(=O)(=O)c3ccccc3)c3ccccc32)c1
→ 107	97	95	111	91	.	58	110	84
> CCOC(=O)COc1ccc(C=O)cc1
→ 103	113	108	105	108	93	105	98	101
> O=[N+]([O-])c1ccc2c(c1)-c1ccccc1C2O (stereo not drawn)
→ 106	114	111	103	109	.	106	97	100
> Cc1ccc(N2CCN(CCOCCC#N)CC2)cc1
→ 110	103	102	112	97	98	93	96	99
> Cn1c(=O)c2[nH]c(NC(N)=S)nc2n(C)c1=O
→ 105	97	93	105	.	92	97	100	97
> COc1ccc2c(c1)c(-c1nn3cc(-c4cccnc4)nc3s1)cn2C
→ 87	92	102	68	97	103	100	53	72
> O=C(Nc1ccccc1)N1CCN(c2cc(-c3cn(-c4ccccc4)nc3-c3cccc(O)c3)ccn2)CC1
→ 39	104	87	76	45	75	70	21	66
> COc1ccc(/C=C2\SC(=O)NC2=S)c(C(=O)O)c1OC
→ 103	107	101	108	112	.	102	101	99
> Cc1ccc(S(=O)(=O)Nn2c(C)c(C)cc(-c3nc4ccccc4s3)c2=O)cc1
→ 99	96	109	112	114	93	108	98	91
> O=C(Nc1ccc(Cl)c(C(F)(F)F)c1)c1ccc(Nc2ccc(Cl)nn2)cc1
→ 51	93	97	62	82	84	74	46	54
> CCN(CC)CC(=O)Nc1c(C)cccc1C
→ 113	90	106	111	115	93	112	98	96
> Cc1sc2nc(CN(C)C(C)c3cccs3)nc(N)c2c1C (stereo not drawn)
→ 94	71	86	71	101	82	53	95	61
> O=C(CCn1cc[n+](CC(=O)c2ccc(F)cc2F)c1)Nc1cccc2cccnc12
→ 98	98	99	101	103	97	106	97	104
> Cc1ccc(S(=O)(=O)Nc2ccccc2C(N)=O)cc1
→ 113	101	107	113	112	105	107	99	95
> Cc1ccc(/C=C/C2=NN(c3ccc(-c4ccc(Cl)cc4)nn3)C(c3ccc(C)s3)C2)s1 (stereo not drawn)
→ 89	85	93	96	108	93	93	102	90
> Cc1ccc2nc3ccccc3c(NCc3ccccc3)c2c1
→ 56	41	24	12	8.1*	50	17	18	9.4*
> O=c1c2cc(-c3ccc(F)cc3F)ccc2n(O)c(=O)n1-c1cccc(C(F)(F)F)c1
→ 7.9*	6.0*	16	63	74	14	6.7*	11	1.9*
> OCCN(CCO)c1ccc(OCc2ccccc2)cc1
→ 124	101	97	120	109	143	99	106	102
> COc1cc(C)cc2oc3oc(=N)c(-c4csc(-c5cc6ccccc6o5)n4)cc3c(=O)c12
→ 105	99	102	104	113	100	110	105	108
> CNCc1ccc([N+](=O)[O-])cc1
→ 98	93	103	99	108	95	103	104	100
> Cc1nc2ccccc2nc1CC(O)(c1ccccc1)c1ccccc1
→ 104	110	103	93	125	112	96	100	82
> CC(C)C[C@H](NC(=O)CNC(=O)C[C@H]1O[C@@H]2OC3(C)CC[C@H]4[C@H](C)CC[C@@H]([C@H]1C)[C@@]24O3)B(O)O
→ -24*	54	-0.3*	-44*	30	-36*	9.5*	33	-67*
> Cn1cc(C2=C(c3c[nH]c4ccccc34)C(=O)N(O)C2=O)c2cc(Br)ccc21
→ 93	98	89	99	104	87	99	93	91
> CCc1c(C)cc(Cl)c2c1C(=O)N(c1ccccc1)C2C(=O)Nc1ccccc1 (stereo not drawn)
→ 97	98	103	101	108	92	103	97	99
> CCOC(=O)c1ccccc1NC1=C(Cl)C(=O)c2nc(C)ccc2C1=O
→ 105	101	95	112	120	100	100	92	99
> O=CNc1cc(Cl)cc(Cl)c1
→ 101	104	103	101	107	102	104	103	100
> COC(=O)c1ccc(NC(=O)Cn2c(=S)n(-c3ccccc3)c(=O)c3ccccc32)cc1
→ 101	98	101	111	121	.	100	98	106
> CCCC(=O)Oc1ccc(C(C)C)cc1
→ 105	104	110	109	99	104	107	102	106
> Cc1c(-c2ccccc2)n[nH]c1-c1[nH]nc(-c2ccccc2)c1C
→ 101	98	97	113	106	94	91	99	91
> O=C1Nc2cc(-c3ccncc3)ccc2/C1=C/c1ccc[nH]1
→ 33	84	105	89	112	78	99	72	57
> CC(=O)O[C@@H](C)[C@@H]1O[C@@H]2CC(=O)O[C@@H]2[C@H]1O
→ 100	96	108	104	117	116	108	102	96
> COc1ccc(NC(=O)/C=C/c2ccc(NC(=O)N3CCCC3)cc2)cn1
→ 103	106	106	106	112	97	105	94	103
> CNC(=O)c1cc(Oc2ccc3nc(NC(=O)Nc4ccc(Cl)cc4)sc3c2)ccn1
→ 70	67	101	69	79	68	64	85	47
> C=CC1=C(C)C2=NC1=CC1=NC(=CC3=C(C)C4=C(O)CC(=C5NC(=C2)[C@@H](C)[C@@H]5CCC(=O)NCCCCCCNC(=O)CCCCCCCCCC2=C(C)C(=O)C(OC)=C(OC)C2=O)C4=N3)C(CC)=C1C
→ 91	97	105	113	109	80	95	88	76
> O=c1c2c3c(sc2nc(SCc2ccccc2)n1-c1ccccc1)CCCCC3
→ 106	106	101	107	110	98	107	102	105
> Cc1[nH]n(C(N)=S)c(=O)c1N=Nc1ccc(S(=O)(=O)Nc2ccncn2)cc1
→ 100	128	102	105	112	93	100	113	112
> COc1ccc(Nc2nnc(-c3ccc(OC)c(OC)c3)o2)cc1
→ 85	87	98	91	99	85	100	80	78
> CCC(C(=O)C(C)CN(C)C)(c1ccccc1)c1ccccc1 (stereo not drawn)
→ 99	87	103	86	108	83	107	99	92
> CCCCCCCCCCCOC(=O)c1ccc(Cl)cc1
→ 105	98	106	100	102	91	116	103	92
> O=c1c2cccc(F)c2sc2c(NCCCNCCO)nc3ccccc3c12
→ 9.1*	44	-68*	-40*	-44*	58	-40*	11	0.8*
> O=C(CSc1nc2ccccc2c(=O)n1-c1ccccc1)c1cc2ccccc2oc1=O
→ 109	105	110	95	100	102	102	111	100
